High-throughput results (PubChem)
BAZ2B block – blocks human BAZ2B; Q9UIF8; Potency, µM (highest dose often 114 µM), inactives show at the top dose activity change, negative = inhibition, usual class: inhibitors; AlphaScreen BAZ2B-H3K14Ac peptide displacement; 4.4% of 360,000 active; note: % is set by controls: 0 for no effect and ±100 for the full control effect; nearly all actives have a fitted effect of over 60% in size
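Compounds, titrated to a top concentration of 110 uM, were incubated 30 min at room temperature with preformed BAZ2B/acetyl-K14 H3 peptide complex (50 nM each). Proximity signal was measured by AlphaScreen after 20 min with beads.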
POLI inh – inhibitors of human DNA polymerase iota. Q9UNA4. Pol iota fluorescent replication assay, 10 min. Potency, µM (series often up to 115 µM), without a hit: top-dose activity, negative = inhibition, actives largely listed as inhibitors. 1% of 390,000 active. AID 588590
Target sequence (Q9UNA4 whole entry, looked up): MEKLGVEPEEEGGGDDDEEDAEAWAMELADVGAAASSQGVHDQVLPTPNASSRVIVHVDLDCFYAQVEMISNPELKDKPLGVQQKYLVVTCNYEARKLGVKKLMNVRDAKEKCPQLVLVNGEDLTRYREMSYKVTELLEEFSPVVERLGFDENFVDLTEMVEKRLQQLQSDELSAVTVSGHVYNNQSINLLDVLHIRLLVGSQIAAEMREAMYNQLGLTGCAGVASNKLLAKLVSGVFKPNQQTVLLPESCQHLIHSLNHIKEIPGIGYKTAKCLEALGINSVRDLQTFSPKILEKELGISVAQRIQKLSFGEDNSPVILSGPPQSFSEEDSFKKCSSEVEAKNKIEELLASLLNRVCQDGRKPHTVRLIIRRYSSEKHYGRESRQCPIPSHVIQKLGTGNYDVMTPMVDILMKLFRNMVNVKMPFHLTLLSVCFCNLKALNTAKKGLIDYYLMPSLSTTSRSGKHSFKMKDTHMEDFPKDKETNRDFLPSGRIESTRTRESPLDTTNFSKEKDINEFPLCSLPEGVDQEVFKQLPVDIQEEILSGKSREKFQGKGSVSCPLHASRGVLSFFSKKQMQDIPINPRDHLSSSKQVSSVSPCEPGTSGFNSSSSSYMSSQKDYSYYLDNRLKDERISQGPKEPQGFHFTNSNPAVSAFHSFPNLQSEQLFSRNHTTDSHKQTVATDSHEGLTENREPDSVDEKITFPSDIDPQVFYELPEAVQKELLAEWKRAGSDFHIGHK
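Pol iota at 10 nM preincubated 15 min with compounds at room temperature; reaction started with fluorescent substrate, 50 nM final. Fluorescence read kinetically at 0 and 10 min; buffer-only wells as negative control.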
JMJD2A Tudor inh – blocks the human JMJD2A Tudor domain; O75164; AlphaScreen JMJD2A-Tudor / H3K4me3 peptide binding; Potency, µM (titrated, usually from 114 µM), inactives show top-dose activity change, negative = inhibition, usual class: inhibitors; 4.4% of 390,000 active; note: % is set by controls: 0 for no effect and ±100 for the full control effect; nearly all actives have a fitted effect of over 50% in size
G9a inh – blocks human histone lysine methyltransferase G9a; Potency, µM (doses to about 102 µM), for inactives: at the highest dose activity, negative = inhibition, usual class: inhibitors; Q96KQ7; 8.8% of 350,000 active; G9a H3K9 monomethylation, AlphaScreen, 2 h; note: % is set by controls: 0 for no effect and ±100 for the full control effect; nearly all actives have a fitted effect of over 75% in size
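Readings reflect AlphaScreen signal from monomethyl-H3K9 antibody detection. HMT at 20 nM; substrate b-H3K9 500 nM; cofactor SAM 20 uM; 2 h RT reaction; compounds tested as titrations in qHTS with 15 min preincubation.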
POLK inh – inhibitors of human DNA polymerase kappa | Q9UBT6 | purified Pol kappa, fluorescent DNA synthesis assay, 10 min | Potency, µM (series often up to 107 µM), without a hit: at the top dose activity, negative = inhibition, actives largely listed as inhibitors | 0.53% of 400,000 active; note: % is set by controls: 0 for no effect and ±100 for the full control effect
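10 nM Pol kappa was preincubated with compounds for 15 min at room temperature. Reaction started with 50 nM (final) substrate. Fluorescence read kinetically at 0 and 10 min.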
Pol beta inh – blocks human DNA polymerase beta activity. AID 485314. Potency, µM (series often up to 114 µM), for inactives: at the top dose activity change, negative = inhibition, most hits filed as inhibitors. 1.3% of 340,000 active. Pol beta primer extension/strand displacement, fluorescence kinetic; note: % is set by controls: 0 for no effect and ±100 for the full control effect
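Human Pol beta at 10 nM; strand-displacement substrate 50 nM final. Compound exposure 15 min at room temperature before start, reaction 10 min at room temperature.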
Pol eta inh – DNA polymerase eta (human) inhibition; AID 588591; 1.2% of 390,000 active; Potency, µM (top dose mostly 114 µM), inactives show at the highest dose activity change, negative = inhibition, hits mostly inhibitors; recombinant Pol eta, fluorescent DNA replication assay; note: % is set by controls: 0 for no effect and ±100 for the full control effect
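Pol eta (10 nM) was preincubated with compounds for 15 min at room temperature, after which fluorescent replication substrate (50 nM final) was added to start the reaction. Fluorescence was read kinetically at 0 and 10 min.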
APEX1 inh – inhibitors of human APE1 endonuclease; recombinant APE1, TAMRA/BHQ-2 abasic DNA cleavage fluorescence; Potency, µM (top dose mostly 65.8 µM), inactives show at the top dose activity change, negative = inhibition, hits mostly inhibitors; P27695; 0.35% of 350,000 active;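 note: plate controls were vehicle for no effect and reference inhibitor for full effect; nearly all actives have a fitted effect of over 55% in size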
Target sequence (P27695 whole entry, looked up): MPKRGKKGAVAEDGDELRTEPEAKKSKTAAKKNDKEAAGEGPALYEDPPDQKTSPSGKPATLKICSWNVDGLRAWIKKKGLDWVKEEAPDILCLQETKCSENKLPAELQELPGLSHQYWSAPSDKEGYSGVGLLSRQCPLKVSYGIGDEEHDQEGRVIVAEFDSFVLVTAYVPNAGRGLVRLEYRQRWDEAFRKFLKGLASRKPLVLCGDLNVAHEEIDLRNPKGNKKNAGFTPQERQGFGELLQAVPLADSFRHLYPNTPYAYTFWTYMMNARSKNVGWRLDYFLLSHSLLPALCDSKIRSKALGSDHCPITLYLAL
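0.75 nM APE1 + cpd, 15 min RT; start w/ 50 nM TAMRA/BHQ-2 THF-abasic dsDNA; kinetic fluor 525/598 nm ×3 reads @60 s; Δ(read3−read1); normalized to DMSO and NSC13755 control wells.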
BLM helicase inh – blocks DNA unwinding by human BLM helicase; P54132; recombinant BLM DNA unwinding, fluorescence dequenching; Potency, µM (doses to about 56.1 µM), inactives show at the top dose activity change, negative = inhibition, most hits filed as inhibitors; 0.2% of 350,000 active; AID 2528;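 note: plate controls were vehicle for no effect and no enzyme for full effect; nearly all actives have a fitted effect of over 35% in size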
Starred values were filed as active, the others as inactive; u = inconclusive; x = no result given; & = joins results of further samples; [ ] = dose if it differs, or a comment. Calls come from the whole dose curve; as a rule, active = well fitted curve in the direction sought with a large enough effect; inconclusive = small, poorly fitted or top-dose-only effect, or another doubt; inactive = no such curve, though single readings can be large; an effect the other way counts as inactive or inconclusive. Potency is the fitted concentration of half-maximal effect.

SMILES	BAZ2B block	POLI inh	JMJD2A Tudor inh	G9a inh	POLK inh	Pol beta inh	Pol eta inh	APEX1 inh	BLM helicase inh
Cc1ccc2nc(/C(C#N)=C\c3cc(O)ccc3[N+](=O)[O-])[nH]c2c1	u	194%[activator]	-13%[11.4 µM]	u	-11%	-1%	7%	0%	-10%
C/C=C\C=C\C(=O)Nc1cccc(C2=NOC3(C2)C[C@H](C(N)=O)N(C(=O)c2ccccc2C(=O)c2ccccc2)C3)c1 (some centres not stated)	-31%	14%	-28%	1%[12.7 µM]	6%	-28%	-20%	-2%	3%
C=CCn1c(=O)/c(=C\c2ccsc2)s/c1=C(/C#N)C(=O)NCCN1CCOCC1	-1%	-4%	-2%	-12%[59 µM]	7%	0%	-18%	-5%	1%
COc1cc(NC(=O)C(F)(F)F)cc(OC)c1	25%	12%	-5%	40%	-6%	0%	0%	1%	2%
Cc1cc(-c2ccc(C)c(S(=O)(=O)N3CCN(c4cccc(C(F)(F)F)c4)CC3)c2)on1	3%	25%	-1%	0%[59 µM]	-10%	-21%	-23%	x	-2%
CN(c1ccc(C(=O)NCc2cccs2)cc1)S(=O)(=O)c1ccccc1	-24%	12%	-1%	0%	0%	-1%	2%	3%	-6%
Clc1ccccc1N/N=C/c1ccc2c(c1)OCO2	-6%	34%[activator]	-11%	8.9µM*	3%	-12%	-9%	u	-17%
CCOC(=O)c1sc2nc(C)nc(NCCc3ccc(S(N)(=O)=O)cc3)c2c1C	7%	50%[activator]	-3%	-11%	-9%	-2%	3%	-6%	-4%
O=C(Nc1ccc(-c2nnc(-c3ccccc3)o2)cc1)C1CCCO1 (configuration not stated)	9%	0%	-19%	9%[59 µM]	-5%	-1%	-11%	8%	0%
COc1cc(OC)c(-n2cc(-c3ccc(Cl)cc3)[nH]c2=O)cc1Cl	-15%	-20%	-28%	32µM*	-1%	0%	-14%	-9%	-3%
Cc1ccc(S(=O)(=O)N2[C@@H](c3ccc(Br)cc3)C(C(=O)O)=CC[C@H]2c2cccc(Cl)c2)cc1	x	-13%	-19%	x	-13%	x	-9%	-10%	x
Cc1cc(C)n(-c2cccc(C(=O)O)c2)n1	-13%	90%[activator]	-8%	u	-4%	8%	5%	23%	-2%
COc1ccc2oc(C(=O)Nc3ccc(N4CCOCC4)cc3)c(C)c2c1	50µM*	u	u	50µM*	u	x	13µM*	-14%	x
CN1CCN(S(=O)(=O)CC2(C)C3CCC2(C)C(=O)C3Br)CC1 (configuration not stated)	-3%	80%[activator]	-2%	6%	-5%	-2%	-18%	-1%	-2%
Cc1cc(=O)n(CCC(=O)O)c2ccccc12	-7%	17%	-7%	4%[12.7 µM]	-2%	11%	-14%	5%	-1%
CCCCSCCCNC(=O)CN1C(=O)COc2ccc(S(=O)(=O)N3CCC(C)CC3)cc21	-7%	17%	-21%	u	-13%	-7%	-14%	x	-6%
Cc1ccccc1OCC(O)Cn1c(Br)nc2c1c(=O)n(C)c(=O)n2C (configuration not stated)	2%	6%	-17%	-7%	-2%	24%	-6%	-1%	1%
CCN(C(=O)COc1ncnc2ccccc12)C1CCCCC1	x	50%[activator]	-3%	x	-14%	x	3%	3%	x
CCCC(=O)Nc1ccccc1NC(=O)c1ccc(OC)cc1	-5%	85%[activator]	-16%	19%	-19%	5%	-15%	u	-2%
O=C(N/N=C/c1ccncc1)c1ccc(COc2cccc3cccnc23)cc1	-12%	u	-23%	-36%	-19%	-6%	0%	0%	1%
CCS(=O)(=O)NCc1csc(C)n1	-5%	5%	-13%	19%[59 µM]	-3%	-7%	5%	-3%	-4%
CCC(C)(C)C1CCC2(CC1)NC(=O)N(CC(=O)NCCOc1ccccc1)C2=O (configuration not stated)	33%[activator]	u	-9%	u	8%	x	-4%	10%	x
COC(=O)CCCC(=O)NCC1(N(C)Cc2ccccc2)Cc2ccccc2C1	-6%	46%[activator]	-10%	x	-12%	13%	-4%	5%	-11%
COc1ccc(CCNC(=O)C(=O)NCC(c2ccc3c(c2)OCO3)N2CCOCC2)cc1OC (configuration not stated)	-1%	-14%	-19%	2%[59 µM]	-4%[60.1 µM]	17%	-1%	x	1%
C[N+]1(CCN2C(=O)C3CC=C(Cl)CC3C2=O)CCOCC1 (configuration not stated)	-26%	17%	10%	-30%	-2%	15%	-18%	-11%	6%
CCN(Cc1ccc(OC)c(F)c1)C(=O)c1cc2ccccc2o1	19%	13%	20%	5%	-19%	-23%	-8%	-19%	0%
CCOc1ccc(-c2csc(NC(=O)c3cccc(N4C(=O)CCC4=O)c3)n2)cc1	-17%	21%	0%	12%	-7%	10%	-23%	-4%	-4%
O=C(CSc1ccc(-c2ccccn2)nn1)c1ccc([N+](=O)[O-])cc1	8.9µM*	u	u	40µM*	u	5%	8%	2%	-14%
COC(=O)CSc1nnnn1-c1cccc2ccccc12	8%	12%	-12%	u	-5%	-25%	-5%	-8%	0%
N#Cc1c(NC(=O)CCN2C(=O)c3ccccc3C2=O)oc(-c2ccccc2)c1-c1ccccc1	u	8%	-24%	u	5%	42%	7%	-2%	-12%
Cc1c(C2C(C#N)=C(N)N(c3cccc([N+](=O)[O-])c3)C3=C2C(=O)CCC3)cnn1C (configuration not stated)	2%	x	x	-8%	x	2%	x	-1%	-2%
CC(=O)c1sc(N/N=C\c2ccccc2O)nc1C	-8%	u	-21%	45%[12.7 µM]	-19%	12%	-10%	-9%	-5%
N#CC1=C(N)C(C#N)(C#N)C(c2ccncc2)C2CN(C(=O)OCc3ccccc3)CC=C12 (configuration not stated)	-3%	u	-9%	16µM*	-2%	18%	-8%	-7%	0%
COc1ccccc1C(=O)Nc1ccc(Cc2ccncc2)cc1	-34%	25%	-5%	16%[59 µM]	-16%	17%	-15%	0%	1%
COc1ccc(Cl)cc1NC(=O)COC(=O)Cc1cccs1	15%	66%[activator]	21%	-4%[0.501 µM]	-16%	x	-13%	-14%	x
O=C(NNC1=C(C(=O)C(F)(F)F)CCC1)c1ccc(Br)cc1	-28%	u	-31%	-40%[59 µM]	-3%	-8%	-4%	2%	-5%
O=C(CCc1ccccc1)NNC(=O)Nc1cccc(Cl)c1	-4%	-3%	-6%	-1%	-2%	90%	-10%	18%	-6%
CSCCC(=O)NC1CC(C)(C)Cc2c1cnn2-c1ccccc1C (configuration not stated)	8%	13%	-8%	x	16%	49%	-6%	-5%	-12%
COc1cccc(CNC(=O)CS(=O)(=O)Cc2nc(-c3ccc(C)cc3)oc2C)c1OC	-5%	-26%	-17%	-35%	-6%	-15%	-1%	47%[activator]	0%
CCC(C)NS(=O)(=O)c1ccc(NS(=O)(=O)c2ccc(F)cc2)cc1 (configuration not stated)	-1%	5%	-8%	2%[12.7 µM]	-23%	1%	-8%	-2%	0%
Cc1ccccc1C(=O)/C=C1/c2ccccc2CC(C)(C)N1C	50µM*	u	-26%	34%[59 µM]	-11%	29%	-10%	-5%	0%
CC(C)N(C)C1CCN(C(=O)Nc2ccc(Cl)c(Cl)c2)CC1	5%	21%	-14%	6%[12.7 µM]	12%	-1%	-10%	-1%	-5%
COc1cccc(-c2nc(CS(=O)(=O)CC(=O)NCCc3ccc(OC)c(OC)c3)c(C)o2)c1	-24%&-22%	8%&0%	-31%&-17%	-19%	-18%&3%	-28%&41%	-19%&6%	35%	4%&-1%
CCn1nccc1C(=O)Nc1cccc(C)c1C	12%	35%[activator]	-10%	x	-2%	8%	-9%	7%	-2%
CCOc1ccc(CN2CCNC(=O)C2CC(=O)N(C)CC2CCOCC2)cc1 (configuration not stated)	-6%	56%[activator]	-16%	u	-1%	41%	-18%	22%	-4%
N[C@H](C(=O)O)[C@H](O)C(=O)O	x	1%[58.9 µM]	x	15%[12.7 µM]	-13%[60.1 µM]	15%[57.1 µM]	-3%[57.1 µM]	-5%&-4%&-4%	-1%
COCC(C)n1c(C)cc(C(=O)COC(=O)/C=C/c2cccc(F)c2)c1C (configuration not stated)	u	105%[activator]	-33%	u	-3%	-12%	u	-7%	-7%
CCc1ccc(CCC(=O)Nc2nnc(CC)s2)o1	2%	-16%	-11%	u	0%	-15%	-2%	-1%	-3%
OCC1C2c3ccccc3C(c3ccccc32)C1CO (configuration not stated)	0%	-9%	-12%	-5%	-3%	20%	7%	-4%	-1%
COc1ccccc1NC(=O)N1CCCC1C(=O)Nc1nnc(C(C)C)s1 (configuration not stated)	3%	24%	-24%	2%[12.7 µM]	-16%	-17%	-5%	-3%	-3%
COc1cc2c(c(OC)c1OC)-c1ccc(SC)c(=O)cc1C(NC=O)CC2 (configuration not stated)	x	70%[activator]	-8%	x	-11%	x	-12%	x	x
Cc1cccc(-c2nc3ccc(C(=O)NCCN4CCN(C)CC4)cc3nc2-c2cccc(C)c2)c1	-38%[57.1 µM]	u	9%	71µM*	-5%	-11%	-19%	2%	-7%
CCCN1CCC(NC(=O)Cc2ccccc2C)CC1	-4%	21%	-16%	x	-14%	16%	-20%	-1%	-1%
O=C(CCCN1C(=O)CCC1=O)Nc1cccc(C(F)(F)F)c1	1%	9%	2%	12%[59 µM]	1%	4%	-6%	2%	-1%
COc1ccc(C)cc1NC(=O)CN1CCN(S(=O)(=O)c2ccc(F)cc2)CC1	-3%	8%	-17%[11.4 µM]	u	-13%	14%	-12%	5%	-3%
COc1cccc(/C=N/NC(=O)CNC(=O)c2cccnc2)c1O	-2%	-12%	-20%	26%	8%	19%	-16%	-5%	-10%

5 consecutive entries already listed:
SMILES	BAZ2B block	POLI inh	JMJD2A Tudor inh	G9a inh	POLK inh	Pol beta inh	Pol eta inh	APEX1 inh	BLM helicase inh
Cc1cccc(-c2nc3ccc(C(=O)NCCN4CCN(C)CC4)cc3nc2-c2cccc(C)c2)c1	-38%[57.1 µM]	u	9%	71µM*	-5%	-11%	-19%	2%	-7%
CCCN1CCC(NC(=O)Cc2ccccc2C)CC1	-4%	21%	-16%	x	-14%	16%	-20%	-1%	-1%
O=C(CCCN1C(=O)CCC1=O)Nc1cccc(C(F)(F)F)c1	1%	9%	2%	12%[59 µM]	1%	4%	-6%	2%	-1%
COc1ccc(C)cc1NC(=O)CN1CCN(S(=O)(=O)c2ccc(F)cc2)CC1	-3%	8%	-17%[11.4 µM]	u	-13%	14%	-12%	5%	-3%
COc1cccc(/C=N/NC(=O)CNC(=O)c2cccnc2)c1O	-2%	-12%	-20%	26%	8%	19%	-16%	-5%	-10%

The list is partial (hit frequency here may not be typical).
